BoNT-F LC inh = BoNT F light chain protease inhibition | Multiplex microsphere protease cleavage assay, flow cytometry | inhibition, % at 10 µM | 360,000 compounds, 0.22% hits | AID 588497; in the data active = inhibition above about 35%, passing the limit was not always enough; inconclusive = no clear call, values can overlap the other calls; also: plate controls were buffer without enzyme for full effect and enzyme alone for no effect
PrPC TRFRET = cell surface PrPC inhibition, primary TR-FRET screen | P04156 | TR-FRET read-out | inhibition, % at 13.8 µM | 370,000 compounds, 0.43% hits | AID 720596; in the data active = inhibition above about 24%; also: 0% = median of the test wells and 100% = reference compound wells
BioA inh = BioA (M. tuberculosis) enzyme inhibition; purified M. tuberculosis BioA enzyme, plate reader; inhibition, % at 9.99 µM; 360,000 compounds, 0.096% hits; AID 602481; in the data active = inhibition above about 40%; inconclusive = no clear call, values can overlap the other calls
FadD28 binding = M. tuberculosis FadD28 bisubstrate binding inhibition | FadD28 bisubstrate probe binding, fluorescence polarization | inhibition, % at 12.5 µM | 360,000 compounds, 0.22% hits; in the data active = inhibition above about 8.5%, passing the limit was not always enough; inconclusive = no clear call, values can overlap the other calls
GDH-TPI inh = GDH-TPI coupled enzyme inhibition counter-screen; GDH-TPI coupled enzyme counterscreen, NADH absorbance; inhibition, % at 4.8 µM; AID 588335; 360,000 compounds, 1.2% hits;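 also: 0% = DMSO wells and 100% = wells lacking the enzyme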
Mtb FBA inh = inhibitors of M. tuberculosis fructose-bisphosphate aldolase. 360,000 compounds, 2.3% hits. P9WQA3. inhibition, % at 1 µM. purified M. tuberculosis FBA, fluorescence read-out; in the data active = inhibition above about 27%;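 also: 0% = vehicle and 100% = reference inhibitor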
Target sequence (P9WQA3 whole entry, looked up): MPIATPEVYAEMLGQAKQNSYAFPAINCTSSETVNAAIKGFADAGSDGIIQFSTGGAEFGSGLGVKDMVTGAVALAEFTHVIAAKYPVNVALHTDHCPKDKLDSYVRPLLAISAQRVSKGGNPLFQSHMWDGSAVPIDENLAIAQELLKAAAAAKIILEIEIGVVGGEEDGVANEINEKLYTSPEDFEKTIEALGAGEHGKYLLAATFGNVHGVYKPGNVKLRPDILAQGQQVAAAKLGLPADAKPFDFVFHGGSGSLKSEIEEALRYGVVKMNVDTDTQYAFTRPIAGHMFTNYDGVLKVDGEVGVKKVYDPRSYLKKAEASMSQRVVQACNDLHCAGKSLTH
BoNT-A LC inh2 = inhibitors of Botulinum neurotoxin A light chain protease. multiplex microsphere protease substrate cleavage, flow cytometry. 360,000 compounds, 0.17% hits. inhibition, % at 10 µM; in the data active = inhibition above about 30%; inconclusive = no clear call, values can overlap the other calls; also: plate controls were buffer without enzyme for full effect and enzyme alone for no effect
CCHF vOTU inh = CCHFV vOTU protease inhibition; Pep-AMC fluorescence; inhibition, % at 11.5 µM; 370,000 compounds, 0.55% hits; AID 651958; also: 0% = vehicle wells with enzyme and 100% = no enzyme wells
Mtb UGM inh = Mtb UDP-galactopyranose mutase inhibition. inhibition, % at 10 µM. purified UGM, fluorescence polarization probe displacement. 320,000 compounds, 0.06% hits. P9WIQ1; in the data active = inhibition above about 10%, passing the limit was not always enough; inconclusive = no clear call, values can overlap the other calls
Target sequence (P9WIQ1 whole entry, looked up): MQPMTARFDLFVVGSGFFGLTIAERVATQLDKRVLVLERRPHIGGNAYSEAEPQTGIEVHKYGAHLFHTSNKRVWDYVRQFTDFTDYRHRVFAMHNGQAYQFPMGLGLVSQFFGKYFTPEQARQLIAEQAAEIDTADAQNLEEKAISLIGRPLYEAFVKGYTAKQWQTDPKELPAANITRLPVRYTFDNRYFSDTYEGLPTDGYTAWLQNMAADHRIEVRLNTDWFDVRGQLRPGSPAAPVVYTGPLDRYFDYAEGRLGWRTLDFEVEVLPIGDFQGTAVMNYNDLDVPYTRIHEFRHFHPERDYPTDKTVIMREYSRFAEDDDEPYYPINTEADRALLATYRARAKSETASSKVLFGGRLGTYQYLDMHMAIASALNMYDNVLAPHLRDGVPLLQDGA
Active calls of the source: *; ? = inconclusive; . = no result given. Rule as the data show it, unless noted: active = inhibition above about 30%; inactive = the rest.

structure,BoNT-F LC inh,PrPC TRFRET,BioA inh,FadD28 binding,GDH-TPI inh,Mtb FBA inh,BoNT-A LC inh2,CCHF vOTU inh,Mtb UGM inh
N#Cc1cc2cc3c(cc2nc1NCCNC(=S)NCCCN1CCOCC1)OCO3,0,2,.,-3.7,-3,69*,0.5,-40,1.9
CC(=O)N1N=C(c2ccc([N+](=O)[O-])cc2)CC1c1ccccc1Cl (stereo not drawn),2,-28,-0.1,-2.6,22,-1,-0.5,15,-3.0
CCN1C(=O)C(CC(=O)Nc2ccc(OC)cc2)N(Cc2ccco2)C1=S (stereo not drawn),-3,6,0.5,-1.5,1,-1,0.4,-8,1.5
Cc1ccc(C)c(/C=N/Nc2ccccn2)c1,-5,-6,.,-0.9,17,0,-0.2,-1,3.3
Cc1cc(C)n(CC(=O)c2cccc(N)c2)n1,2,7,-0.8,-1.0,13,0,0.8,15,1.7
CN(c1ccccc1)S(=O)(=O)c1cccc(C(=O)NNC(=O)c2ccncc2)c1,-10,8,-1.6,-1.5,9,-2,-2.5,0,2.3
CCOC(=O)c1c(C)[nH]c(C)c1S(=O)(=O)NCc1cc(C)ccc1C,2,9,.,-0.3,3,-1,1.0,9,-1.8
COc1ccc(NC(=O)CCCn2nc(C)c3c(C)n(-c4ccccc4)nc3c2=O)cc1,9,9,0.6,-0.5,0,-2,-0.8,10,-0.8
CCOC(=O)C(O)(c1ccc(NC(=S)NC(=O)c2ccc(Cl)cc2Cl)c(C)c1)C(F)(F)F (stereo not drawn),-9,5,1.0,-1.7,-1,0,-1.1,10,-1.7
CCOC(=O)c1c(NC(=O)c2ccc(C)cc2)sc2c1CC(C)(C)OC2,-11,1,-1.8,-0.2,7,7,-0.2,3,2.6
CSc1nc(-c2ccco2)nn1C(=O)c1cccs1,-5,0,-1.2,0.1,-2,1,-1.2,7,3.5
Cc1cc(O)c(C(=O)/C=C/c2ccc(Cl)cc2)c(=O)o1,?,-11,-1.8,.,8,11,-0.8,-3,-0.9
Cc1cc2nc(-c3cccc(Br)c3)c(Cc3ccsc3)n2c(C)c1Br,-8,-1,.,.,.,.,0.8,-1,.
Cn1cc([N+](=O)[O-])c(C(=O)Nc2ccc3c(c2)OCCO3)n1,-15,-11,.,0.1,18,3,-2.0,-9,-0.2
CCN(C(=O)COc1ccc(C)cc1OC)c1cccc2ccccc12,-3,-4,0.3,-6.1,2,-1,0.3,6,3.3
CC(C)Sc1nnc(CNC(=O)C23CC4CC(CC(C4)C2)C3)n1C1CCCCC1,-8,4,.,-4.0,10,-4,-1.2,2,1.3
Cc1ccc(Oc2nc3c(c(=O)n(Cc4ccccc4F)c(=O)n3C)n2C)cc1,-4,2,1.7,-2.5,-2,2,0.5,14,0.1
CNC(=O)COC(=O)/C=C/c1nc2ccccc2s1,-2,-2,.,0.2,10,5,0.1,-12,0.3
CCOC(=O)C1CCN(c2nc3ccccc3nc2C(C#N)C(=O)OC(C)COC)CC1 (stereo not drawn),-6,-7,-3.6,-5.0,-3,-3,11,2,0.8
CCCCN(C)CCNC(=O)Cn1ncc2c(=O)oc3ccc(C)cc3c21,1,-7,-1.7,-0.2,6,4,0.1,-3,-3.8

Part of the list above in order of count of non-hydrogen atoms, smallest number first.
structure,BoNT-F LC inh,PrPC TRFRET,BioA inh,FadD28 binding,GDH-TPI inh,Mtb FBA inh,BoNT-A LC inh2,CCHF vOTU inh,Mtb UGM inh
Cc1cc(C)n(CC(=O)c2cccc(N)c2)n1,2,7,-0.8,-1.0,13,0,0.8,15,1.7
CNC(=O)COC(=O)/C=C/c1nc2ccccc2s1,-2,-2,.,0.2,10,5,0.1,-12,0.3
Cn1cc([N+](=O)[O-])c(C(=O)Nc2ccc3c(c2)OCCO3)n1,-15,-11,.,0.1,18,3,-2.0,-9,-0.2
CC(=O)N1N=C(c2ccc([N+](=O)[O-])cc2)CC1c1ccccc1Cl (stereo not drawn),2,-28,-0.1,-2.6,22,-1,-0.5,15,-3.0
CCOC(=O)c1c(C)[nH]c(C)c1S(=O)(=O)NCc1cc(C)ccc1C,2,9,.,-0.3,3,-1,1.0,9,-1.8
CCN(C(=O)COc1ccc(C)cc1OC)c1cccc2ccccc12,-3,-4,0.3,-6.1,2,-1,0.3,6,3.3
CCCCN(C)CCNC(=O)Cn1ncc2c(=O)oc3ccc(C)cc3c21,1,-7,-1.7,-0.2,6,4,0.1,-3,-3.8
CC(C)Sc1nnc(CNC(=O)C23CC4CC(CC(C4)C2)C3)n1C1CCCCC1,-8,4,.,-4.0,10,-4,-1.2,2,1.3
N#Cc1cc2cc3c(cc2nc1NCCNC(=S)NCCCN1CCOCC1)OCO3,0,2,.,-3.7,-3,69*,0.5,-40,1.9
CCOC(=O)C1CCN(c2nc3ccccc3nc2C(C#N)C(=O)OC(C)COC)CC1 (stereo not drawn),-6,-7,-3.6,-5.0,-3,-3,11,2,0.8

The list continues:
structure,BoNT-F LC inh,PrPC TRFRET,BioA inh,FadD28 binding,GDH-TPI inh,Mtb FBA inh,BoNT-A LC inh2,CCHF vOTU inh,Mtb UGM inh
CCCOc1ccc(-c2nnn(CC(=O)N3CCC(C)CC3)n2)cc1,8,-4,0.6,0.3,0,-6,0.4,-14,-2.2
Cc1noc(/C=C/c2ccco2)c1S(=O)(=O)N1CCC(C(=O)N2CCc3ccccc3C2)CC1,2,.,-3.4,-3.7,19,2,0.3,.,-0.4
Cc1ccc2oc(=O)c3cc(C(=O)NCCCN4CCCC(C)C4)sc3c2c1 (stereo not drawn),-10,-2,-5.1,-1.7,27,5,-1.3,-5,2.8
O=[N+]([O-])c1cc(S(=O)(=O)N2CCOCC2)ccc1N1CCNCC1,-6,1,-1.3,-2.2,-6,-1,0.0,3,.
Cc1ccc(C(O)c2ncc(-c3ccccc3Cl)[nH]2)cc1F (stereo not drawn),4,-7,-0.2,-4.2,-13,0,-0.3,-2,.
COc1cccc(NC(=O)CN2C(=O)COc3ccc(S(=O)(=O)N4CCC(C)CC4)cc32)c1,-8,3,-0.4,-5.4,0,0,-1.7,12,2.5
CCOC(=O)C(=O)Nc1ccccc1C(=O)OCC,-6,3,0.1,-0.1,5,1,-2.0,-8,-0.9
Cc1cc2c(c(=O)o1)C(c1ccc([N+](=O)[O-])o1)C(C#N)=C(N)O2 (stereo not drawn),?,0,-3.6,1.1,3,-1,-10,0,-2.1
Cc1ccc(NS(=O)(=O)c2cccc(C(=O)O)c2)c(C)c1,0,0,1.0,-4.0,7,1,1.3,-12,-0.3
O=C(NCCNC(=O)c1ccc(Cl)cc1Cl)c1ccccn1,-4,10,1.2,-2.0,-6,-2,-1.3,-15,-0.7
COc1ccc(NC(=O)COCC(=O)Nc2ccc(C)cc2)cc1,?,0,1.0,3.0,9,-4,-5.2,7,-2.9
CC[C@]1(C(=O)OC)[C@H]2C(=O)N(C)C(=O)[C@H]2[C@H]2CN=C(SC)N21,-1,-1,0.1,0.1,8,-2,-0.3,22,.
CNC(=O)CC1C(=O)N(c2ccc(OC)cc2)C(=S)N1NC(=O)c1cccc(F)c1 (stereo not drawn),.,-1,-0.9,-1.1,13,2,.,8,0.5
Cc1ccc(NC(=O)c2sc3nc4c(c(-c5ccco5)c3c2N)CCC4)cc1,-50,15,-2.2,0.8,27,1,1.9,18,1.2
CC(C)[C@H](NC(=O)c1ccccc1)C(=O)O,0,6,.,0.6,-2,-1,1.0,5,2.2
O=C(CCC(=O)Nc1ccccc1Cl)NNC(=O)c1ccco1,0,-9,0.0,-4.9,-8,-1,0.5,-17,1.0
CC(=O)NC(Cc1c[nH]c2ccccc12)C(=O)NCCc1ccccc1 (stereo not drawn),?,-1,-0.1,-0.1,-1,-2,-3.0,-3,-0.7
COc1ccc(NC(=O)COC(=O)Cn2cnc3ccccc3c2=O)cc1OC,1,0,0.6,-1.3,5,3,0.4,15,0.4
Cc1cc(C)c(C#N)c(SCC2COc3ccccc3O2)n1 (stereo not drawn),-2,-2,-0.2,2.0,-4,2,-0.8,-3,-0.3
O=S(=O)(Nc1ncnc2sc3c(c12)CCC3)c1ccc(Cl)s1,-6,-3,7.9,1.7,11,0,1.4,19,3.2
CCN1CCCC1CNC(=O)Cn1cc(C)c(=O)[nH]c1=O (stereo not drawn),-7,0,-1.3,-0.8,6,4,0.1,-4,.
O=C(COC(=O)C1=Cc2ccccc2OC1)NCc1ccco1,-1,-5,.,-1.3,12,3,-1.4,9,-2.1
CC(C)Cn1c(SC(C)C(=O)Nc2ccc(N3CCOCC3)cc2)nc2ccccc21 (stereo not drawn),-11,1,.,0.8,7,-1,0.7,0,2.2
COc1cc(Cl)c(CN2CCCC(CO)(Cc3cccc(Cl)c3)C2)cc1OC (stereo not drawn),18,2,6.8,-4.4,-10,-1,-0.6,4,-3.4
C(=C\c1nnc(-c2cccs2)o1)/c1ccccc1,-3,-10,-0.4,1.5,51*,18,0.1,1,-0.7
CCOC(=O)NC(Nc1ccc(C)cn1)(C(F)(F)F)C(F)(F)F,4,-1,.,-2.3,-6,2,-0.5,12,-1.1
CCOc1ccc(NS(=O)(=O)c2ccc3[nH]cc(C(=O)NCCOC)c(=O)c3c2)cc1,1,0,-0.5,-8.3,14,3,-0.2,6,-0.9
Cc1nc2ccccc2c(=O)n1-c1nccs1,7,3,.,0.0,.,1,0.4,13,.
COC(CNC(=O)C1CC(=O)N(CCc2ccccc2)C1)OC (stereo not drawn),-2,2,-1.8,-2.9,-5,2,-1.6,-16,1.2
CC(C)Cc1nc(N2CCOCC2)c(C#N)c2c1COC(C)(C)C2,8,-6,-0.2,0.1,10,37*,-0.6,-7,0.0
Cc1c(Cl)cccc1NC(=O)CCC(=O)N/N=C/c1ccc[nH]1,-4,0,.,-0.6,16,-1,1.7,-11,2.3
C=CCN(Cc1nc(-c2ccc(OC)cc2)no1)C(=O)c1ccc2c(c1)OCO2,8,-11,1.7,-1.0,0,-1,0.2,10,4.9
COC(=O)c1ccc(NC(=O)CCN2CCOCC2)cc1,6,-5,0.0,-1.1,4,0,-1.1,2,-1.2
Cc1oncc1-c1csc(-c2ccccc2)n1,-3,-2,.,-1.6,-6,2,-0.7,-3,0.5
C#CCOCCOCCOCCNc1nc(N2CCN(C(=O)Cn3cc(CC(C)O)nn3)CC2)nc(N2CCN(C(=O)[C@H](CCCCN)n3cc(CC(C)O)nn3)CC2)n1 (stereo partly drawn),-16,3,-0.9,-3.5,-5,0,-1.1,-8,.
NC(=O)NC(=O)COC(=O)c1ccc(Cl)c(S(=O)(=O)N(Cc2ccccc2)c2ccc(Cl)cc2)c1,-3,0,.,-7.4,4,3,-0.4,14,-1.8
CCOC(=O)C1=C(C)NC2=C(C(=O)c3ccccc32)C1c1ccc([N+](=O)[O-])o1 (stereo not drawn),16,-11,1.7,4.7,14,0,-4.0,2,2.2
O=C1NC[C@@H](CCCCN2CCN(CCc3ccccc3)C(=O)C2=O)N(Cc2ccccc2)C1=O,-5,2,.,.,.,.,0.0,-3,.
N#C/C(=C\c1ccco1)C(=O)Nc1ccc(S(N)(=O)=O)cc1,-1,-4,.,-0.8,29,1,0.8,12,2.3
CNc1ccccc1C(=O)OCC(=O)N(CCOC)c1c(N)n(CC(C)C)c(=O)[nH]c1=O,?,-5,-1.8,-0.3,10,92*,?,-106,2.1
COc1ccc(S(=O)(=O)N2CCN(CC(=O)NC3CC3)CC2)cc1,-8,-11,-1.3,0.5,-4,3,-3.4,-1,-0.1
O=C(Nc1nc2ccccc2c(=O)[nH]1)c1ccccc1SCc1ccccc1,-1,4,3.2,0.1,3,1,0.1,-6,-1.3
CCC(C(=O)NCCCN1CCN(CCCNC(=O)C(CC)c2ccccc2)CC1)c1ccccc1 (stereo not drawn),-30,-8,-0.1,0.1,14,0,-2.4,12,3.3
